Diaph inh CS: inhibits diaphorase or chemically oxidizes, flagging diaphorase assay artifacts | inhibition, % at 20 µM | 190,000 tested, 0.69% active | AID 1217 | diaphorase resazurin-to-resorufin fluorescence, NADH, 16 min; bacterial (C. kluyveri) enzyme, not human;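 active = primary screen inhibition at 20 µM above a set limit, cut at about 50% in these data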;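 note: plate controls were DMSO with full reaction for no effect and wells lacking NADH for full effect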
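Assay system: diaphorase enzyme from Clostridium kluyveri. Quantity: enzyme working solution with 0.14 U/mL diaphorase. Schedule: reaction incubation of 16 min at room temperature. Technique: resorufin fluorescence, excitation 544 nm, emission 590 nm. Controls: No-NADH positive control and DMSO neutral control.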
STAT3 act: increases IL-6 driven STAT3 reporter signal. 190,000 tested, 0.91% active. U3A cells, IL-6 STAT3-luciferase reporter, luminescence; 100% = signal with IL-6 EC80 alone. activation (% of control), % at 5.6 µM;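 active = activation above the screen-wide mean of compound activation plus 3 SD, cut at about 130% in these data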;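 note: 0% = background luminescence of wells with medium and substrate only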
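Material: STAT1-lacking human U3A cells, STAT3 luciferase reporter | Benchmarks: IL-6-only wells as 100% reference | Probe or stimulus: IL-6 (33 ng/mL) | Timing: Compound 1 h, then IL-6 6 h at 37 °C | Detection: Luminescence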
G6PDH counter: L. mesenteroides G6PDH inhibition counter-screen | Purified L. mesenteroides G6PDH, diaphorase/resazurin coupled fluorescence, 45 min | inhibition, % at 5 µM | 200,000 tested, 0.12% active | AID 1020; in the data active = inhibition above about 50%
Diaph act CS: diaphorase activation or chemical reduction counter-screen; Diaphorase/resazurin coupled assay, resorufin fluorescence, 16 min; active compounds read high; 1 = vehicle wells, 0 = NADH-free wells; AID 1229; 190,000 tested, 0.005% active; activation factor at 20 µM;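 active = diaphorase activity raised at least twofold by the compound at 20 µM; inactive = activation factor below 2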
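Test system: Clostridium kluyveri diaphorase, purified enzyme. Buffer or medium: 50 mM HEPES pH 7.4 buffer plus MgCl2 and Tween 20. Also added: 0.114 mM NADH and 0.1 mM resazurin, final amounts. Dosing: compound 20 µM once, DMSO 1%. Schedule: 16 min enzyme reaction, ambient temperature. Detection: fluorescence of resorufin, 544 nm excitation, 590 nm emission.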
STAT1 act: activators of IFN-gamma induced STAT1 signaling; NIH 3T3 STAT1-luciferase reporter, luminescence; 100% = IFN-gamma alone, no compound; 200,000 tested, 2.6% active; activation (% of control), % at 5.5 µM;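 active = activation above the screen-wide mean activation plus 3 SD, cut at about 130% in these data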;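 note: raw ratio to IFN-gamma control signal so 100% means no change and 0% no light; values of inactives mirror those of a sister screen read the other way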
Hsp70 act: Hsp70 transcriptional activation, primary screen. HeLa Hsp70 promoter luciferase reporter, luminescence; scaled: vehicle 0, proteasome-inhibitor control 100%. activation, % at 10 µM. 200,000 tested, 0.04% active;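 active = activation above the mean across all tested compounds plus 3 SD, cutoff set per campaign, cut at about 5.5% in these data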;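 note: 100% = MG132 at 30 µM as the positive control and 0% = DMSO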
STAT1 blocker: STAT1 signaling inhibition; NIH 3T3 STAT1-luciferase reporter, IFN-gamma, luminescence; inhibition, % at 5.5 µM; 200,000 tested, 0.35% active; AID 920;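 active = inhibition above a set limit, the mean inhibition across all tested compounds plus 3 SD, cut at about 34% in these data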;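 note: 0% = IFN-gamma with DMSO and 100% = IFN-gamma with 300 µM nifuroxazide; values of inactives mirror those of a sister screen read the other way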
APP transl inh: APP translation inhibition | SH-SY5Y APP 5'UTR-luciferase reporter, luminescence | inhibition, % at 2 µM | 190,000 tested, 0.82% active | AID 1285;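 active = inhibition above a set limit, derived from the sample mean plus 3 SD, cut at about 45% in these data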; note: values of inactives mirror those of a sister screen read the other way
STAT3 blocker: inhibitors of IL-6 induced STAT3 signaling; U3A cells, IL-6 STAT3-luciferase reporter, luminescence; host cell line lacks STAT1; inhibition, % at 5.5 µM; 190,000 tested, 0.89% active; AID 862;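 active = inhibition above the mean inhibition across all screened compounds plus 3 SD, cut at about 44% in these data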;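 note: 0% = DMSO only wells and 100% = 100 µM nifuroxazide control wells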
TLR4-MyD88 BLA: TLR4-MyD88 interaction inhibition in cells; O00206+Q99836; HeLa CL3-4 TLR4/MyD88 BLA complementation, FRET ratio; inhibition, % at 8.4 µM; 200,000 tested, 0.18% active; in the data active = inhibition above about 25%;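 note: 0% = vehicle and 100% = reference inhibitor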
Target sequence (O00206 whole entry, looked up): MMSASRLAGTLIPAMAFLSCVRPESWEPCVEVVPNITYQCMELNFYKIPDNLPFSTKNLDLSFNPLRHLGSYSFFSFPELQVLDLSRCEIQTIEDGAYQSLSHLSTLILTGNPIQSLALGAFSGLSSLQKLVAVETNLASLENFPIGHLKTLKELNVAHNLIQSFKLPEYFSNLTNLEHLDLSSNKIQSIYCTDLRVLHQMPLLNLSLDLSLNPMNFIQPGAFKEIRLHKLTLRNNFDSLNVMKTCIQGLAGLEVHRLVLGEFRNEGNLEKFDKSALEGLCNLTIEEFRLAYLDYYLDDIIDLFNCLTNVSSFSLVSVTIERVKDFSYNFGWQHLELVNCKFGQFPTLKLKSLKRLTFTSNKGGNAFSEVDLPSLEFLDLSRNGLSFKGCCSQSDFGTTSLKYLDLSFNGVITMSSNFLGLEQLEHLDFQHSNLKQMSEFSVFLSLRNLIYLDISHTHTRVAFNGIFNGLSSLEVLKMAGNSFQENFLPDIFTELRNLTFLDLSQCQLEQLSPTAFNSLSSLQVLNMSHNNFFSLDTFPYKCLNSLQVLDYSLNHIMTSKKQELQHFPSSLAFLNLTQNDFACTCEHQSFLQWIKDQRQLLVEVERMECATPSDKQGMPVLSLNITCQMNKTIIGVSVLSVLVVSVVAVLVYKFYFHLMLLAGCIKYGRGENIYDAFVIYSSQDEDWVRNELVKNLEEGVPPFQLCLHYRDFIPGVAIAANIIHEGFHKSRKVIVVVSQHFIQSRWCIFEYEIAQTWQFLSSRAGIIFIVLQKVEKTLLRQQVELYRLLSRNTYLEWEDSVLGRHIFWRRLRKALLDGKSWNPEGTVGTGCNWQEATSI
Target sequence (Q99836 whole entry, looked up): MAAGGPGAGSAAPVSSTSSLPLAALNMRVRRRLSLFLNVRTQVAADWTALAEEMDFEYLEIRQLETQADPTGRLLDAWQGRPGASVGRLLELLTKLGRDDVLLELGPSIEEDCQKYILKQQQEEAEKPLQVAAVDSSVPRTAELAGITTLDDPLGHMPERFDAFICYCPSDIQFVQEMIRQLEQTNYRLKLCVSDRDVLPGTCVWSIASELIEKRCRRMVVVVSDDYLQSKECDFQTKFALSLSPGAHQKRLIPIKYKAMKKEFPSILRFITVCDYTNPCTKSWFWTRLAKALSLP
* marks the source's active call; other numbers are inactive results; . = not tested or not shown.

SMILES	Diaph inh CS	STAT3 act	G6PDH counter	Diaph act CS	STAT1 act	Hsp70 act	STAT1 blocker	APP transl inh	STAT3 blocker	TLR4-MyD88 BLA
N#C/C(=C\c1ccccc1)c1nc2ncccc2[nH]1	13	97	8	0.9	113	0.0	-14	12	9	6
O=C1COc2ccc(C(=O)/C=C/c3ccccc3)cc2N1	21	87	-6	0.8	98	-0.1	2	-6	15	10
CN(C)CCCNCCNC(=O)/C=N\O	-8	107	5	1.1	99	0.0	1	-10	-1	2
COc1cc(C(=O)N2CCN=C2c2ccccc2)cc(OC)c1OC	3	99	7	1	104	0.2	-4	0	4	-7
O=C(/C=C/c1ccco1)N1CCC(Cc2ccccc2)CC1	11	100	4	0.9	114	0.2	-16	-30	2	4
Cn1c(C(=O)NCCN2CCOCC2)cc2sccc21	10	96	9	0.9	108	-0.2	-9	-6	10	-15
O=C(N/N=C\c1ccc(F)cc1)c1cc(OCC(F)(F)F)ccc1OCC(F)(F)F	7	101	3	0.9	110	-0.5	-11	-22	3	-15
Cn1c(NCCN2CCOCC2)nc2c1c(=O)n(Cc1cccc(Cl)c1)c(=O)n2C	6	100	1	0.9	98	-0.3	2	-5	3	-5
Nn1c(SCC(=O)NCc2ccc3c(c2)OCO3)nnc1C1CC1	11	112	5	0.9	103	-0.1	-3	10	-7	10
CCOc1ccc(C(=O)Nc2ccc(NC(=S)NC(=O)CC)cc2)cc1Cl	9	93	-25	0.9	96	-0.4	4	-6	3	5
CC1(C)CC2CC(C)(CN2C(=O)c2ccc([N+](=O)[O-])cc2)C1 (centres undefined)	13	102	9	0.9	99	-0.1	-1	-6	5	-13
CC1CCc2nc3sc4c(c3c(N)c2C1)CCCC4 (centres undefined)	14	94	10	0.9	122	0.2	-24	-31	15	9
CC1CCN(C(=O)CN(C)S(=O)(=O)c2cccc3nsnc23)CC1	9	101	2	0.9	98	-0.2	2	-1	2	4
Cc1ccc2nc(-c3ccc(SCC(=O)Nc4cc(C)on4)nc3)[nH]c2c1	9	97	11	0.9	120	-0.1	-21	-73	6	-2
CCS(=O)(=O)n1nc(-c2ccccc2)cc1N	9	101	-1	0.9	106	-0.2	-7	-11	3	5
Cc1cccc(C(=O)NC(NCc2ccco2)C(Cl)(Cl)Cl)c1 (centres undefined)	15	98	2	0.9	102	-0.3	-2	16	7	0
COc1cnc(-c2ccccn2)nc1Oc1c(C)cccc1C	4	100	11	1	106	-0.3	-6	1	6	13
CCn1c(COc2ccc(C(C)C)cc2)nnc1SCC(=O)Nc1nccs1	-6	99	9	1.1	99	0.0	2	.	2	1
O=C(NCc1ccco1)c1ccc(Cn2c(=S)[nH]c3ccccc3c2=O)cc1	15	101	5	0.9	87	-0.1	12	-13	8	-13
Cc1ccccc1C(=O)Nc1nc2n(n1)C(c1ccccc1)CC(=O)N2 (centres undefined)	7	103	11	0.9	93	-0.1	8	1	2	10
CC(=O)Nc1ccc(-c2ccc(NC(C)=O)cc2)cc1	2	107	2	1	110	-0.3	-12	-22	-5	3
O=C(CN1C(=O)c2ccccc2C1=O)NN1C(=O)c2ccccc2C1=O	5	95	1	0.9	102	-0.3	-3	-10	12	-14
COc1cc(NS(=O)(=O)c2ccc(NC(=O)c3ccco3)cc2)nc(OC)n1	15	100	-10	0.9	95	-0.5	6	-13	5	-15
Cc1noc(N)c1C(=O)Nc1ccccc1F	8	91	-5	0.9	98	-0.3	2	1	14	1
COC(=O)c1sc2nc(N3CCCCC3)c3c(c2c1N)CCCC3	11	89	13	0.9	100	-0.4	0	1	18	0
COc1ccc(CCn2c(-c3ccccc3)nc3c(c(=O)c4ccccc4n3C)c2=O)cc1	2	128	-18	1	93	-0.2	9	1	-39	-9
CN(C)CCCNC(=O)CCc1ncc(C(F)(F)F)cc1Cl	-2	103	4	1	104	0.0	-5	-22	5	-1
COc1ccc2c(C)c(Cc3ccccc3)c(=O)oc2c1OC	6	98	-3	0.9	92	0.3	6	8	7	14
c1ccc(-c2csc(Nc3ccc4c(c3)OCCO4)n2)cc1	14	95	1	0.9	139*	-0.1	-42	-187	6	-12
Cc1oc(-c2cccs2)nc1CSCC(=O)NC1CC1	14	104	1	0.9	105	-0.2	-5	-7	-2	8
COc1ccc(NC(=S)NCc2ccccn2)cc1OC	-1	98	3	1	92	0.4	7	-18	7	-7
CCc1nnc(NC(=O)C2CCCN(S(=O)(=O)c3ccc(OC)cc3)C2)s1 (centres undefined)	.	101	10	.	93	-0.2	7	5	4	6
O=C(/C=C/c1ccc(Br)cc1)c1ccco1	0	90	-10	1	104	-0.1	-5	4	9	10
C=C(C)CNC(=S)NNC(=O)c1ccncc1	-1	102	5	1	93	-0.3	7	-7	2	10
COC(=O)c1ccc(C(=O)OC)c(NC(=S)N2CC(C)CC(C)C2)c1 (centres undefined)	16	96	2	0.8	91	-0.5	12	3	3	-8
Cc1nn(C)c(C(=O)NCc2ccc(Cl)cc2)c1Cl	9	55	10	0.9	78	-0.1	26	7	56*	-9
CC(=O)N=C1SC2CS(=O)(=O)CC2N1c1c(Cl)cccc1Cl (centres undefined)	-5	102	8	1.1	98	0.2	2	-4	2	2
CCC(=O)N1CCN(c2ccc(NC(=O)c3ccc([N+](=O)[O-])o3)cc2)CC1	9	85	-6	0.9	129*	1.0	-35	48*	23	20
O=C(O)C1CCCN1C(=O)OCc1ccccc1 (centres undefined)	1	99	0	1	83	-0.5	18	2	6	17
O=C(NN1C(=O)C2C3c4ccccc4C(c4ccccc43)[C@@H]2C1=O)c1ccccc1 (some centres undefined)	4	110	-2	1	98	-0.2	2	-7	-12	-4
Cc1ccc(OCC(=O)Nc2ccc(-c3nc4ncccc4o3)cc2)cc1	10	89	2	0.9	102	-0.1	-2	-15	13	-13
COc1cc(CC(=O)Nc2ccc(S(=O)(=O)Nc3ncccn3)cc2)cc(OC)c1OC	15	108	-2	0.9	102	-0.4	-2	-7	-4	-3
O=C(CSc1nccc(=O)[nH]1)Nc1ccc(F)c([N+](=O)[O-])c1	17	97	0	0.8	90	-0.2	12	-4	3	-3
O=C(Nn1c(-c2ccc(Br)cc2)nc2ccccc2c1=O)c1cccnc1	2	102	4	1	96	-0.3	5	21	3	-1
COC(=O)c1c(N=CN(C)C)c(C#N)c2n1CCCC2	9	105	6	0.9	103	0.3	-3	-5	3	-1
O=C(CCNS(=O)(=O)c1ccc(Br)s1)NCc1ccccc1	8	99	9	0.9	97	-0.2	2	10	3	-3
O=C(CN(Cc1ccccc1)C(=O)CCC(=O)Nc1ccccn1)NCc1ccco1	8	99	0	0.9	90	-0.3	11	1	7	16
CCN(CC)S(=O)(=O)c1cccc(NC(=O)COC(=O)C2CC3C=CC2C3)c1 (centres undefined)	14	99	4	0.9	97	-0.3	0	-6	6	8
O=C(CSc1nc2ccccc2c(=O)n1CCCN1CCOCC1)c1c[nH]c2ccccc12	18	87	10	0.8	98	-0.3	1	0	20	-10
CC(=O)N1CCc2cc(S(=O)(=O)N3CCOCC3)ccc21	7	98	0	0.9	94	-0.3	8	7	2	3
COCCOC(=O)C1=C(C)Nc2nc(C)nn2C1c1ccccc1 (centres undefined)	18	101	-4	0.8	100	0.2	0	13	8	12
Cc1sc2ncnc(NCC(c3ccco3)N3CCCC3)c2c1C (centres undefined)	17	104	9	0.8	102	-0.1	-2	0	0	7
COCCNS(=O)(=O)c1cccc2cccnc12	18	.	-1	0.8	.	.	.	9	.	.
COCCNC(=S)NC1CC2CCC(C1)N2Cc1ccccc1 (centres undefined)	8	95	13	0.9	103	-0.2	-6	6	11	-7
O=C(Nc1cccnc1)c1cnn2cccnc12	11	96	3	0.9	108	-0.4	-9	-8	8	-3
O=C(COc1cccnc1[N+](=O)[O-])NCCc1ccccc1	-3	91	1	1	104	-0.2	-5	-10	13	-2
O=C(CN1CCN(C/C=C/c2ccccc2)CC1)Nc1ccc(F)cc1F	-8	107	7	1.1	97	-0.4	2	19	-8	-7
Cc1ccc(S(=O)(=O)CCC(=O)NCCN2C(=O)S/C(=C\c3ccccc3)C2=O)cc1	12	104	10	0.9	105	-0.3	-6	9	0	-6
COc1ccc(C2CC(=O)C3=C(C2)NC(C)=C(C(=O)Nc2ccccc2C)C3c2coc3ccc(C)cc3c2=O)cc1OC (centres undefined)	19	103	6	0.8	94	0.0	6	-22	8	8
Cc1c(Cl)cccc1Nc1ccccc1C(=O)O	5	99	-2	1	98	-0.2	1	-11	4	1
Additional compounds follow:
SMILES	Diaph inh CS	STAT3 act	G6PDH counter	Diaph act CS	STAT1 act	Hsp70 act	STAT1 blocker	APP transl inh	STAT3 blocker	TLR4-MyD88 BLA
O=C1CCC(C(=O)O)(c2ccccc2)C1 (centres undefined)	13	102	0	0.9	98	-0.3	2	-1	3	-6
Cc1ccc(S(=O)(=O)/N=C(\CN2CCCCC2)N2CCOCC2)cc1	4	97	10	1	97	-0.2	3	5	6	-3
COc1cc2nc(CN3C(=O)c4ccccc4C3=O)oc(=O)c2cc1OC	4	96	-4	1	100	-0.3	0	-11	11	-5
CCOC(=O)c1c(NC(=O)C2CCCO2)sc(C)c1C (centres undefined)	10	93	3	0.9	96	-0.3	3	10	13	-5
Cc1ccc(C(=O)CSc2nccn2-c2ccccc2)cc1	-1	91	4	1	105	-0.1	-6	-20	13	5
CP(C)(=O)CCP(=O)(c1ccccc1)c1ccccc1	8	105	-8	0.9	100	0.1	0	1	-4	-11
CCOC(=O)N1CCN(C(=O)CCn2nc(-c3ccccc3)ccc2=O)CC1	0	103	2	1	102	-0.4	-3	4	-1	-8
O=C(CC1CCCCC1)N1CCCC(c2nc(-c3ccc(S(=O)(=O)N4CCCC4)cc3)no2)C1 (centres undefined)	20	89	12	0.8	101	-0.4	-1	-7	18	-2
S=c1[nH]nc(-c2cccnc2)n1-c1ccc2c(c1)OCCO2	10	99	6	0.9	101	-0.1	-3	-17	3	-9
